Assay outcomes: PubChem BioAssay, National Center for Advancing Translational Sciences (NCATS)
DT40 TDP1 CPT – DT40-hTDP1 cell growth loss with CPT; Potency, µM (top dose mostly 46.2 µM), for inactives: at the top dose activity change, negative = growth inhibition, actives largely listed as inhibitors; chicken DT40 Tdp1-/-;hTDP1 cells + 20 nM CPT, ATP luminescence, 48 h; hit rate 12% among 420,000; AID 686979; also: nearly all actives have a fitted effect of over 55% in size
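Chicken DT40 Tdp1-/- cells stably complemented with human TDP1 were seeded at 400 cells/well in medium containing 20 nM camptothecin, exposed to pin-transferred compounds, and grown at 37 °C for at least 48 hr. Viability was read as ATP luminescence.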
TDP1 block – inhibitors of human tyrosyl-DNA phosphodiesterase TDP1. Q9NUW8. recombinant TDP1, AlphaScreen DNA substrate cleavage. Potency, µM (top dose mostly 130 µM), for the others: at the top dose activity change, negative = inhibition, hits mostly inhibitors. hit rate 0.28% among 350,000. AID 485290; also: nearly all actives have a fitted effect of over 40% in size
Target sequence (Q9NUW8 whole entry, looked up): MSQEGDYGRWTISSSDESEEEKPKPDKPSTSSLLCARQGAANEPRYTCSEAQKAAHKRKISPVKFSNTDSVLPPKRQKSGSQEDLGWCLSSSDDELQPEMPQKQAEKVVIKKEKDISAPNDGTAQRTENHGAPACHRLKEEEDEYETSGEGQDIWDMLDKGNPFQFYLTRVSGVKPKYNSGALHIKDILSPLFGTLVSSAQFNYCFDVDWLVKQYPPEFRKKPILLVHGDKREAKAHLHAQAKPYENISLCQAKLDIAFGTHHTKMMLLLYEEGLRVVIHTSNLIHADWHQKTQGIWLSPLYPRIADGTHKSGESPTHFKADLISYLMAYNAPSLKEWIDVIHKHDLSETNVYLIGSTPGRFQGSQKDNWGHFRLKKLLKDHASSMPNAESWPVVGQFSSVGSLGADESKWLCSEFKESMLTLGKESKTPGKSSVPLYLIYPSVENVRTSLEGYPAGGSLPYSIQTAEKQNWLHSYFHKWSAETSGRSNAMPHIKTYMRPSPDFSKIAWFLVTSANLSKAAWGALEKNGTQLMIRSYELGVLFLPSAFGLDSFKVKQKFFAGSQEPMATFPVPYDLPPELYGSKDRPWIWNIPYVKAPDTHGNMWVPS
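Recombinant human Tdp1 (E. coli-expressed, 1 nM final) preincubated with compounds 15 min at room temperature, then 5'-biotin/3'-phosphotyrosine-FITC DNA substrate (15 nM final) added for 5 min. AlphaScreen beads (10 ug/ml final) added 10 min; cleavage lowers signal.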
TDP1 cell noCPT – qHTS for Inhibitors of human tyrosyl-DNA phosphodiesterase 1 (TDP1): qHTS in cells in absence of CPT; hit rate 15% among 420,000; DT40 Tdp1-/- hTDP1 cells, no CPT, ATP luminescence, 48 h; Potency, µM (series often up to 46.2 µM), without a hit: at the top dose activity change, negative = growth inhibition, most hits filed as inhibitors; also: nearly all actives have a fitted effect of over 55% in size
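Camptothecin absent (DMSO only). Human TDP1-complemented DT40 knockout cells, 400 cells/well, 37 °C for minimum 48 hr; ATP measured via CellTiter-Glo, 30 min dark incubation, luminescence.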
* = called active by the depositor; ? = inconclusive; nt = not tested or not shown; [ ] = remark or other dose. Calls follow the shape of the dose curve; as a rule, active = well fitted curve in the direction sought with a large enough effect; inconclusive = small, poorly fitted or top-dose-only effect, or another doubt; inactive = no such curve, though single readings can be large; an effect the other way counts as inactive or inconclusive. % is scaled to controls: 0 for no effect and ±100 for the full control effect; potency is read from the fitted curve at half-maximal effect. This is a random part of the collection, and some 18% of all compounds hit somewhere here.

mol | DT40 TDP1 CPT | TDP1 block | TDP1 cell noCPT
N/C(=N\OS(=O)(=O)c1ccccc1)c1ccncc1 | -16% | 6% | -13%
Cc1cc(Cl)ccc1OCC(=O)N/N=C/c1ccc(OC2OC(CO)C(O)C(O)C2O)cc1 (centres undefined) | 1% | nt | -8%
CCCCNC(=S)NC(=O)c1ccc(Cl)cc1Cl | -27% | -8% | ?
Cn1c(C=O)c(-c2ccc3c(c2)OCCO3)c2ccccc21 | ? | ? | 18µM*
Cc1oc(-c2cccs2)nc1CS(=O)CC(=O)NC1CCCCCC1 (centres undefined) | ? | 1% | ?
COc1ccc(CNC(=O)CCC(=O)c2ccccc2)cc1 | 0% | 1% | -7%
COc1ccccc1-n1c(SCC(=O)NC2CCS(=O)(=O)C2)nc2ccccc2c1=O (centres undefined) | ? | 2% | -22%
Cc1ccc(S(=O)(=O)Nc2cccc(C(=O)NCCCn3ccnc3)c2)cc1F | -16% | 3% | -21%
CCCCCCN1CCN(C2CN(Cc3cn(CCCCCC)nn3)S(=O)(=O)C2)CC1 (centres undefined) | ? | nt | 21µM*
CCOC(=O)C1(C)CCCCCN1C(=O)/C=C/c1ccccc1 (centres undefined) | 16µM* | nt | 16µM*
O=C(Nc1cccc(F)c1)c1ccco1 | -8% | -2% | -6%
CCc1n[nH]c2c1/C(=N/O)CCC2 | -14% | 5% | -20%
O=C(Cc1coc2ccc3ccccc3c12)N1CCN(c2ncccn2)CC1 | ? | 8% | ?
Cc1ccc([C@@H]2C[C@H]3[C@@H](CN2S(=O)(=O)c2ccc(Cl)cc2)C(=O)C[C@@H](c2ccccc2)N3S(=O)(=O)c2ccc(C)cc2)cc1 | 0% | nt | -29%
CCOn1c(=O)c(-c2cccs2)[n+]([O-])c2ccccc21 | -10% | 5% | -9%
Cc1ccc(Oc2ccccc2)c(NC=O)c1 | ? | 0% | ?
COc1ccccc1N1CCN(C(=O)C2C3C=CC4(CN(Cc5ccccc5Cl)C(=O)C24)O3)CC1 (centres undefined) | -1% | 0% | -11%
CC1CCCC(NC(=O)CN(C)S(=O)(=O)c2cnc[nH]2)C1C (centres undefined) | 5% | 7% | 2%
O=C(COC(=O)/C=C/c1nc2ccccc2s1)Nc1ccccc1Oc1ccccc1 | ? | 3% | -27%
O=C1OCCC1Sc1nnnn1-c1ccccc1 (centres undefined) | 1% | 4% | 3%
Cc1ccc(CCNC(=O)c2cccc(Nc3nc4ccccc4nc3-n3nc(C)cc3C)c2)cc1 | -25% | 0%[12.3 µM] | ?
COc1ccc(S(=O)(=O)Nc2cccc3c2O[C@H](CN(C)Cc2ccc(C(=O)O)cc2)[C@@H](C)CN([C@H](C)CO)C3=O)cc1 | -7% | -7% | -1%
O=C(Nc1cccc(C(F)(F)F)c1)c1cc[n+]([O-])cc1 | -5% | 5% | -28%
COc1ccc(OCC(=O)NCCS(=O)(=O)N2CCN(c3ccc(F)cc3)CC2)cc1 | -11% | 1% | 8%
O=C1CCCc2cc3c(cc21)CC1(C3)Cc2cc3c(cc2C1)C(=O)CCC3 | 3.7µM* | 4% | 4.6µM*
Cc1cccc(OC(C)C(=O)Nc2ccc3c(c2)OCCO3)c1 (centres undefined) | 26% | nt | -2%
CC(=O)c1c(C)[nH]c(C(=O)NNC(=O)COc2cc(C)cc(C)c2)c1C | -1% | 4% | 13%
CCC(C)NC(=O)COC(=O)c1ccccc1OCC(=O)Nc1ccc(Br)cc1 (centres undefined) | ? | 3% | ?
O=C(Cn1ncc(Cl)c(Cl)c1=O)N1CCN(S(=O)(=O)c2ccc3ccccc3c2)CC1 | 2.9µM* | 3% | 4.6µM*
CCc1nnc(NC(=O)COC(=O)c2cc(OC)cc(OC)c2)s1 | 8% | 0% | -1%
Cc1nc2cc(-c3ccccc3)nn2c(C)c1CCC(=O)NC(C)c1ccc2c(c1)OCCO2 (centres undefined) | ? | 3% | 18µM*
COc1ccc(F)cc1NC(=O)C1CCN(c2nc(-c3ccc(OC)c(OC)c3)no2)CC1 | 4.6µM* | 9% | 16µM*
CN(CC(=O)Nc1ccc(F)cc1)C(=O)COC(=O)c1cc([N+](=O)[O-])ccc1N1CCOCC1 | ? | 0% | -23%
CCOC(=O)c1c(C)[nH]c(C(=O)OCC(=O)NC(C)C)c1C | -11% | 4% | ?
Cc1ccc(NS(=O)(=O)c2cc(C(=O)NCCCN(C)C)ccc2Cl)cc1Cl | -20% | 6% | -6%
Cc1ccc(-n2cnc3c(sc4nccc(N(C)C)c43)c2=O)cc1 | -30% | 4% | ?
O=C(Nc1ccc2c(c1)OCO2)Nc1ccc2c(c1)OCO2 | -11% | 3% | 7%
COc1ccc(/C=C/C(=O)Nc2sc3c(c2C(N)=O)CCCC3)cc1 | 5% | -6%[12.3 µM] | -17%
COc1cc2c(cc1OC)C(c1cccs1)CC(=O)N2 (centres undefined) | -6% | -1% | 1%
CN1CCN(/N=C/c2nc(-c3ccccc3)n3ccccc23)CC1 | -5% | 3% | 2%
COC(=O)C1=C(CSCc2ccco2)NC(=O)NC1c1cc(C)ccc1C (centres undefined) | 12% | 7% | -23%
CC1CCN(C(=O)C2CCCN(S(C)(=O)=O)C2)CC1 (centres undefined) | 0% | -1% | 1%
O=C(Cc1cccs1)NC1(C(=O)NC2CCCC2)CCCCC1 | ? | 8% | -23%
Cc1nn(-c2ccc(Cl)cc2)c(=O)c2c(C)noc12 | 1% | nt | -19%
Cc1cc(NC(=O)c2ccccc2Cl)no1 | -10% | 4% | -4%
O=C(OCCN1CCCCC1)c1cccc(Cl)c1 | -2% | 5% | -6%
O=C(Cc1sc(-c2ccccc2Cl)nc1-c1ccccc1)Nc1ccc(F)cc1 | ? | 6% | ?
NC(=O)CC1(c2ccccc2)CCCCC1 | 1% | nt | -8%
CCOC(=O)N1CCN(C(=O)c2ccc(Cn3c(=S)[nH]c4ccc(Br)cc4c3=O)cc2)CC1 | 5.2µM* | 3% | 1µM*
O=C(CN1C(=O)C2(SCC(=O)N2c2ccccc2)c2ccccc21)Nc1ccccc1C(F)(F)F (centres undefined) | 23µM* | -3% | ?

Structural class, those above containing bromine (two)
mol | DT40 TDP1 CPT | TDP1 block | TDP1 cell noCPT
CCC(C)NC(=O)COC(=O)c1ccccc1OCC(=O)Nc1ccc(Br)cc1 (centres undefined) | ? | 3% | ?
CCOC(=O)N1CCN(C(=O)c2ccc(Cn3c(=S)[nH]c4ccc(Br)cc4c3=O)cc2)CC1 | 5.2µM* | 3% | 1µM*

Retrieved one by one from the entries so far:
mol | DT40 TDP1 CPT | TDP1 block | TDP1 cell noCPT
CCOC(=O)N1CCN(C(=O)c2ccc(Cn3c(=S)[nH]c4ccc(Br)cc4c3=O)cc2)CC1 | 5.2µM* | 3% | 1µM*
COC(=O)C1=C(CSCc2ccco2)NC(=O)NC1c1cc(C)ccc1C (centres undefined) | 12% | 7% | -23%

Later entries.
mol | DT40 TDP1 CPT | TDP1 block | TDP1 cell noCPT
COC(=O)c1ccc(-c2nc(-c3ccc(Br)o3)no2)cc1 | 1% | 0% | -7%
Cc1cc(NC(=O)C2CC=CCC2C(=O)O)no1 (centres undefined) | -5% | nt | -8%
CC(Cc1cccs1)NC(=O)Nc1ccc([N+](=O)[O-])cc1 (centres undefined) | ? | 3% | 16µM*
COc1ccc(-c2c(C)oc3c(CN4CCOCC4)c(O)ccc3c2=O)cc1OC | 4% | nt | 13%
O=C(CSc1nc2ccccc2s1)Nc1ccc(Cl)c(S(=O)(=O)N2CCOCC2)c1 | 23µM* | 5% | ?
Cc1ccc(S(=O)(=O)Nc2cc(C(=O)NCCN(C)C)ccc2N2CCCCC2)cc1 | ? | 6% | 16µM*
O=C(N/C(=C\c1ccco1)C(=O)N1CCOCC1)c1ccc([N+](=O)[O-])cc1 | -19% | nt | -6%
COc1ccccc1CCC(=O)NNC(=O)c1ccc(Br)cc1 | -26% | 7% | -7%
C=CCOc1ccc(C(=O)N(Cc2ccc(N(C)C)cc2)C2CCS(=O)(=O)C2)cc1 (centres undefined) | -8% | 10% | 0%
COc1ccc(C)cc1S(=O)(=O)N(CC(=O)Nc1cccc([N+](=O)[O-])c1)c1ccc(C)cc1 | 18µM* | -3% | 13µM*
O=C(O)c1ccc(N/N=C/c2ccc(-c3ccccc3Cl)o2)cc1 | 2% | 1% | -7%
CC(C)S(=O)(=O)c1csc(NC(=O)Nc2cccc([N+](=O)[O-])c2)c1Cl | 16µM* | 3% | 15µM*
COc1ccccc1CCNC(=O)Cc1c(C)c2cc3c(C(C)(C)C)coc3c(C)c2oc1=O | 26µM* | 0% | 21µM*
COc1ccc(NC(=S)N2CCCC2)c(OC)c1 | -18% | -1% | -14%
Cc1c(C(=O)N2CC[C@@H]3CCCC[C@H]3C2)sc2ncnc(NCCc3ccccn3)c12 | -12%[9.04 µM] | nt | ?
Cc1ccc(-c2nc(CC(=O)Nc3cccc(S(=O)(=O)NC4=NCCC4)c3)cs2)cc1 | 6% | 3% | -7%
CC(C)N(C(=S)Nc1ccc(S(=O)(=O)N2CCOCC2)cc1)c1ccccc1 | -18% | 2% | ?
O=C(COC(=O)c1ccc([N+](=O)[O-])o1)Nc1ncc(Cl)cc1Cl | -19% | -8% | -12%
COc1ccc(C2CC(=O)c3c([nH]c(C(=O)OC(C)C)c3C)C2)cc1OC (centres undefined) | 23µM* | 5% | 21µM*
O=C(CCc1ccc(S(=O)(=O)N2CCOCC2)cc1)OCC(=O)c1ccccc1F | -1% | 2% | 1%
Cc1ccc(Cn2ncc3c(N4CCN(c5ccc(C)cc5)CC4)ncnc32)cc1 | -25% | 4% | ?
COc1ccc(N2CCN(CCCn3c(=S)[nH]c4ncccc4c3=O)CC2)cc1 | ? | 5% | ?
Cc1cccc(NC(=O)CNC(=O)c2cc(S(=O)(=O)N(C)C)ccc2N2CCCC2)c1C | -22% | nt | ?
CCN(C(=O)COC(=O)c1nc(Cl)ccc1Cl)C1CCS(=O)(=O)C1 (centres undefined) | -4% | -5% | 11%
Cc1ccc(S(=O)(=O)N(Cc2ccc([N+](=O)[O-])cc2)C(=O)N2CCN(C)CC2)cc1 | 0% | nt | -8%
C=CCNC(=O)COC(=O)c1ccccc1C(=O)N(C)C1CCCCC1 | -6% | 5% | 9%
CCCCCc1cc(OC)cc2c1C(=O)OC(C)(C)O2 | -28% | nt | ?
O=C(O)CCC(=O)N1N=C(c2ccco2)CC1c1cccs1 (centres undefined) | -11% | -3% | -19%
O=c1cc(Cl)[nH]c(=O)n1CCNc1ncc(C(F)(F)F)cc1Cl | ? | 0% | ?
O=C(NCc1ccco1)c1cccc(S(=O)(=O)N2CCc3ccccc32)c1 | ? | -3% | ?
CCOc1ccc(CCNC(=O)COC(=O)Cn2cnc3ccccc3c2=O)cc1OCC | -3% | 3% | -4%
OC(c1ccc(Cl)cc1)c1nccc2ccccc12 (centres undefined) | ? | nt | ?
Cn1cc(C(=O)N/N=C/C2=C(N3CCOCC3)C(=C\c3ccccc3)/CC2)ccc1=O | ? | -1% | ?
COc1ccc(OCC(=O)NNC(=O)c2nn(C)c(=O)c3ccccc23)cc1 | 21% | 5% | -1%
C/C(=N\NC(=S)NC1CCCCC1)c1cccc(C(F)(F)F)c1 | 21µM* | nt | 23µM*
CCOC(=O)c1[nH]cnc1C(=O)Nc1ccncc1 | 4% | 5% | -9%
O=C(COc1cccc2ccccc12)N/N=C/c1ccco1 | -20% | 4% | 3%
Cc1nc(-c2cccc(NC(=O)c3cccc(S(=O)(=O)N4CCCC4)c3)c2)cs1 | ? | 1% | 23µM*
Cc1c(NC(=O)Nc2cccc(C(F)(F)F)c2)c(=O)n(-c2ccccc2)n1C | 9% | 2% | 20%
COC(=O)Cc1ccc(NC(=S)N2CCN(C(=O)C3CCCO3)CC2)cc1 (centres undefined) | 2% | 2% | 12%
Cc1ccc(S(=O)(=O)N2CCN(c3cnn(-c4ccccc4)c(=O)c3Cl)CC2)cc1 | 0% | 1% | -23%
O=C1COc2ccc(C(=O)COC(=O)CCOc3ccccc3)cc2N1 | 2% | 1% | -3%
Cc1ccc(C)c(NC(=S)NCC(c2ccccc2)N(C)C)c1 (centres undefined) | 3% | 8% | ?
CCc1cccc(N(C(=O)c2csnn2)C(C(=O)NC2CCCCC2)c2cccnc2)c1 (centres undefined) | 0% | nt | ?
O=C(c1ccco1)N(Cc1cccnc1)C(c1ccccc1)c1nc2ccccc2[nH]1 (centres undefined) | ? | nt | -55%
O=C(CSc1nncs1)Nc1cc(-c2ccccc2)nn1-c1ccccc1 | -18% | 3% | ?
C/C(=N\NC(=O)c1nn(C)c(C)c1Br)c1cccc(NC(=O)c2ccoc2C)c1 | ? | 5% | ?
Cc1ccc(/C=C(\C#N)c2nc(-c3ccc(-c4ccccc4)cc3)cs2)cc1 | -20% | 0%[12.3 µM] | -24%
